# KOR beta-arrestin-1: KOR agonists, beta-arrestin recruitment, primary screen, cell-based, luminescence, uHTS (AID 1777); KOR beta-arrestin recruitment, luminescence; higher % means a stronger effect; activation, % at 10 µM; hits with a dose series show EC50 in µM; hit rate 0.02% among 280,000; in the data active means activation above about 50%, passing the limit was not always enough; further: a part of the inactive calls stands beside numbers as strong as those of hits
# NOD2 inhibition: NOD2 signaling inhibitors, cell-based, luminescence, uHTS, HEK293 (AID 1566). HEK293 NOD2/NF-kB luciferase reporter, luminescence; higher % means a stronger effect. one-dose inhibition, % at 4 µM; EC50 in µM for titrated hits. hit rate 0.63% among 290,000; further: many of its hits are not listed in these tables
# KOR beta-arrestin-2: kappa opioid receptor blockers – cell-based, luminescence, uHTS (AID 1778); KOR beta-arrestin recruitment, luminescence, antagonist mode; higher % means a stronger effect; inhibition, % at 10 µM; hits with a dose series show IC50 in µM; hit rate 0.091% among 290,000; further: strong numbers were not always called active
# LYP phosphatase: PTPN22 lymphoid phosphatase activity blockers – biochemical, fluorescence intensity, uHTS (AID 1779) | recombinant LYP phosphatase, fluorescence intensity; higher % means a stronger effect | one-dose inhibition, % at 11.5 µM; IC50 in µM for titrated hits | hit rate 0.054% among 290,000;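 further: plate controls were vehicle with enzyme for no effect and no enzyme for full effect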
# XIAP displacement: small molecules displacing peptide from XIAP – biochemical, IAP family, fluorescence polarization (AID 1018). XIAP BIR domain, fluorescence polarization peptide displacement; higher % means a stronger effect. displacement, % at 20 µM, or IC50 in µM where a hit was titrated. hit rate 0.007% among 200,000; in the data active means displacement above about 50%; further: a part of the inactive calls stands beside numbers as strong as those of hits
# PMI inhibitors: MPI enzyme activity inhibition – biochemical, fluorescence intensity, coupled assay, primary screen (AID 1209); purified PMI enzyme, coupled fluorescence intensity; higher % means a stronger effect; hit rate 0.42% among 190,000; one-dose inhibition, % at 20 µM; IC50 in µM for titrated hits;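 further: plate controls were DMSO vehicle for no effect and wells lacking substrate for full effect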
# NOD1 NF-kB reporter: NOD1 signaling inhibitors, primary screen, cell-based, luminescence, uHTS (AID 1578); hit rate 1% among 290,000; NOD1-driven NF-kB luciferase reporter cells, luminescence; higher % means a stronger effect; one-dose inhibition, % at 4 µM; EC50 in µM for titrated hits; in the data active means inhibition mostly above about 36%, no sharp cut-off; inactive means mostly below about 34%;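 further: HEK-293T reporter cells stimulated with the NOD1 agonist gamma-tri-DAP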
# human PMI inhibitors: MPI inhibition at elevated mannose 6-phosphate – biochemical, fluorescence intensity, high mannose 6-phosphate, primary screen (AID 1220); recombinant PMI enzyme, coupled fluorescence intensity; higher % means a stronger effect; one-dose inhibition, % at 20 µM; IC50 in µM for titrated hits; hit rate 0.66% among 190,000
# TNAP activators: stimulation of alkaline phosphatase TNAP activity – biochemical, luminescent, no phosphate acceptor, uHTS, primary screen (AID 1001); hit rate 0.03% among 200,000; activation fold at 20 µM, or EC50 in µM where a hit was titrated; purified TNAP, luminescent activation assay, no phosphate acceptor; higher activation fold means a stronger effect; in the data active means activation fold from about 3, or a potency from the dose series; inactive means the rest, 99 in 100 with activation fold below about 1.6; further: many of its hits are not listed in these tables
# Active calls of the source: *; · = no result given; [ ] = remark or other dose. Unless noted, no stated cut-off is given here; in the data, active means inhibition above about 50%; inactive means the rest. These rows are one share of the data. The share of hits here may be higher or lower than overall.
# Fields: KOR beta-arrestin-1, NOD2 inhibition, KOR beta-arrestin-2, LYP phosphatase, XIAP displacement, PMI inhibitors, NOD1 NF-kB reporter, human PMI inhibitors, TNAP activators
COc1ccc(-c2cn(CCO)nc2-c2ccc(OC)cc2)cc1
  6.4%, -8%, -11%, -7%, ·, ·, -11%, ·, ·
O=C(NC1CCCc2ccccc21)c1cccc(S(=O)(=O)N2CCN(c3ccccc3)CC2)c1 (stereo not given)
  -3.5%, -8%, -23%, -8%, -3.9%, 8%, 30%, 1%, 1.1
C/C(=N\NC(=S)NC1CCCCC1)c1c(F)cccc1F
  4.1%, -15%, -4%, 6%, -6.1%, -6%, -19%, 6%, 1.2
Cc1ccccc1Oc1ncccc1C(=O)/C(C#N)=C/N(C)C
  -3.4%, 10%, 24%, -6%, -5.9%, 0%, 18%, -1%, 1
O=C(NCCn1ccc2ccccc21)c1ccc2c(c1)OCO2
  -2.6%, -100%, 26%, 2%, -7.2%, -9%, ·, -12%, 1.1
Cc1nn(-c2ccccc2)c(N)c1C1(O)C(=O)N(C)c2ccccc21 (stereo not given)
  0.4%, -20%, -9%, 0%, -6.4%, -10%, -33%, -6%, 1.1
Cn1c(=O)cc(OCC(=O)N2CCN(c3cccc(C(F)(F)F)c3)CC2)c2ccccc21
  5.4%, -1%, -8%, -1%, -7.8%, -10%, 26%, -4%, 0.9
Cn1c(-c2ccc(F)cc2)cnc1NCc1cccc([N+](=O)[O-])c1
  2.1%, 8%, -34%[20 µM], -5%, ·, ·, -20%, ·, ·
CCOC(=O)C1=C(C)NC(C)=C(C(=O)OCC)C1C(=O)OCC(=O)c1ccc2c(c1)OCCO2
  -2.7%, 10%, 0%, -2%, -0.6%, 8%, -25%, 14%, 1.1
CN=C(Nc1ccccc1)SC1CC(=O)N(c2cccc(OC)c2)C1=O (stereo not given)
  2.2%, -9%, -28%[20 µM], -4%, -7.5%, 7%, 42%, 8%, 1.1
CNC(=O)c1ccccc1S(=O)c1ccccc1COC(C)=O (stereo not given)
  4.5%, 16%, 0%, -2%, ·, ·, -5%, ·, ·
Cc1ccc(C(=O)CN(C(=O)c2ccc(Cl)cc2)N2C(=O)c3ccccc3C2=O)cc1
  -0.1%, 1%, -7%, -2%, -3.7%, 11%, ·, 9%, 1.1
CC(C)(C)c1ccc(C(=O)NCCc2ccccc2)cc1
  0.6%, -155%, -19%, -8%, ·, ·, -14%, ·, ·
O=c1[nH]c(N/N=C\c2ccc(F)cc2)nc2ccccc12
  -9.7%, -113%, -19%[20 µM], -2%, -4.9%, 3%, -47%, 0%, 1.2
Cc1nc2c(S(=O)(=O)c3ccccc3)cnn2c(C)c1C
  -7.3%, 10%, 6%, -8%, -5.2%, -27%, -3%, -5%, 1.1
O=C(CCCn1c(SCC(=O)c2ccc(O)c(O)c2)nc2ccccc2c1=O)NCC1CCCO1 (stereo not given)
  -2.1%, 13%, -14%, -10%, -7.9%, 37%, 2%, 7%, 0
COc1cc(OC)cc(C(=O)OCn2nnc3ccccc3c2=O)c1
  -1.3%, 11%, 25%, -2%, -2.0%, 3%, -16%, 4%, 1.1
CS(=O)(=O)c1ccccc1C(=O)N1CCN(Cc2ccccc2)CC1
  -3.1%, 19%, 14%, -10%, -1.6%, -6%, -11%, -11%, 0.9
CCc1ccccc1NC(=O)C1CCCN1S(=O)(=O)c1ccc2c(c1)n(C)c(=O)c(=O)n2C (stereo not given)
  -2.9%, 13%, 21%, -6%, ·, ·, -9%, ·, ·
Cc1cccc(OCc2n[nH]c(=S)o2)c1C
  ·, 12%, 10%[20 µM], -4%, -5.9%, 4%, -38%, 0%, 1.1

# Sorted by SMILES length (low to high): part of the list above
# Fields: KOR beta-arrestin-1, NOD2 inhibition, KOR beta-arrestin-2, LYP phosphatase, XIAP displacement, PMI inhibitors, NOD1 NF-kB reporter, human PMI inhibitors, TNAP activators
CS(=O)(=O)c1ccccc1C(=O)N1CCN(Cc2ccccc2)CC1
  -3.1%, 19%, 14%, -10%, -1.6%, -6%, -11%, -11%, 0.9
CN=C(Nc1ccccc1)SC1CC(=O)N(c2cccc(OC)c2)C1=O (stereo not given)
  2.2%, -9%, -28%[20 µM], -4%, -7.5%, 7%, 42%, 8%, 1.1
Cn1c(=O)cc(OCC(=O)N2CCN(c3cccc(C(F)(F)F)c3)CC2)c2ccccc21
  5.4%, -1%, -8%, -1%, -7.8%, -10%, 26%, -4%, 0.9

# Back to the main list; the 2 compounds before the break are reprinted first.
# Fields: KOR beta-arrestin-1, NOD2 inhibition, KOR beta-arrestin-2, LYP phosphatase, XIAP displacement, PMI inhibitors, NOD1 NF-kB reporter, human PMI inhibitors, TNAP activators
CCc1ccccc1NC(=O)C1CCCN1S(=O)(=O)c1ccc2c(c1)n(C)c(=O)c(=O)n2C (stereo not given)
  -2.9%, 13%, 21%, -6%, ·, ·, -9%, ·, ·
Cc1cccc(OCc2n[nH]c(=S)o2)c1C
  ·, 12%, 10%[20 µM], -4%, -5.9%, 4%, -38%, 0%, 1.1
CC(C)c1ccc(NC(=O)COc2nnc(-c3cccs3)c(-c3cccs3)n2)cc1
  -1.7%, 13%, -17%, 0%, -5.5%, 11%, 10%, 9%, 0.9
O=CN1CCC(=O)N(Cc2ccccc2)c2ccccc21
  2.8%, -8%, 22%, -4%, -5.4%, -4%, -13%, -6%, 1.1
CNS(=O)(=O)c1cccc(C(=O)NC2CCCc3ccccc32)c1 (stereo not given)
  -1.7%, 18%, -44%, -10%, ·, ·, 6%, ·, ·
CCN(CC)S(=O)(=O)c1ccc(OC)c(NC(=S)Nc2cccc(C)c2C)c1
  -0.7%, 4%, -27%, -9%, -5.3%, 7%, -31%, -6%, 1.2
COC(=O)C1=C(C)n2cnnc2NC1c1ccc(Cl)cc1 (stereo not given)
  -2.9%, 5%, 27%, -4%, 0.0%, 10%, 0%, 10%, 1
CCOc1ccccc1NC(=O)CCC(=O)Nc1ccccc1OCC
  -1.2%, 5%, 36%, -6%, -0.3%, -5%, 4%, -10%, 1.1
CCCC(C)(C)NC(=O)CCCCC(=O)NC(C)(C)CCC
  -1.9%, 8%, -12%, -5%, -4.9%, 2%, 3%, -1%, 1.1
Cc1cccc(N(Cc2cc3ccccc3[nH]c2=O)C(=O)c2cccs2)c1
  3.4%, -3%, ·, -2%, ·, ·, -1%, ·, ·
CC(C)OC(=O)c1cc(NC(=S)Nc2ccc([N+](=O)[O-])cc2)cc(C(=O)OC(C)C)c1
  5.5%, -2%, 43%, -1%, -3.4%, 8%, -23%, 4%, 1
C=CCN1c2ccccc2[C@]23C[C@@H](C(=O)OC)N=C2NC(C(=O)OC)=C(C(=O)OC)[C@H]13
  -2.0%, -13%, 16%, -3%, ·, ·, -11%, ·, ·
CCCS(=O)(=O)N1CCN(Cc2ccc3c(c2)c2ccccc2n3CC)CC1
  -0.5%, -8%, -12%, 4%, -4.1%, 0%, -17%, 0%, 1.1
COc1cccc(C(=O)N2CCn3c2nc2ccccc23)c1
  ·, -22%, ·, -5%, 14%, 3%, -30%, 6%, 1.1
Cc1ccc2c(CC(=O)NC3CCS(=O)(=O)C3)coc2c1C (stereo not given)
  -5.0%, 2%, -25%, -3%, ·, ·, -29%, ·, ·
CCCc1nc2oc3ccccc3c(=O)c2c(=O)n1-c1ccccc1
  2.6%, -4%, -29%, -5%, ·, ·, -11%, ·, ·
O=C(c1sc2ccccc2c1Cl)N1CCN(c2ccc(F)cc2)CC1
  4.0%, 24%, -12%, -1%, -7.3%, 15%, 23%, 14%, 1
CCOP(=O)(OCC)C(NC(=O)Nc1ccccc1)c1ccccc1 (stereo not given)
  -3.3%, 7%, -2%, -8%, -20%, 16%, -12%, 8%, 1.1
CCNC(=S)/N=C(/Nc1ccccc1)Nc1nc(C)cc(C)n1
  0.3%, 16%, -20%, 0%, ·, ·, 2%, ·, ·
CCOC(=O)CSc1nnc(-c2ccc(Cl)cc2Cl)o1
  -1.3%, 8%, 11%, -6%, -5.7%, 8%, -7%, 4%, 1
COc1ccc(NC(=O)c2ccco2)cc1S(=O)(=O)N1CCCCC1
  2.6%, 8%, 1%, -8%, ·, ·, -29%, ·, ·
O=C(NCc1cccs1)c1cnc2sccn2c1=O
  -1.9%, 16%, 3%, 5%, 0.8%, 16%, -14%, 13%, 1.1
CC(=O)c1ccc(N2CCN(S(=O)(=O)c3ccc4c(c3)NC(=O)CO4)CC2)cc1
  8.9%, 17%, -46%, 0%, ·, ·, 14%, ·, ·
CCC(=O)Nc1nc(C)nc(C)c1C(C)=O
  -3.2%, 14%, -12%, -13%, -6.8%, 0%, 13%, -9%, 1.1
O=C(c1ccc2c(=O)n(CC3CCCO3)c(=S)[nH]c2c1)N1CCN(c2ccccc2)CC1 (stereo not given)
  5.9%, 28%, -38%, 1%, 0.9%, 7%, 11%, 4%, 1.1
O=C(O)CCC(=O)N1N=C(c2ccccc2)CC1c1ccc2c(c1)OCO2 (stereo not given)
  -5.5%, 2%, 12%, -8%, ·, ·, -8%, ·, ·
Cc1ccc(-c2nnc(-c3ccncc3)n2-c2ccc(C)cc2)cc1
  0.2%, -12%, 24%, 2%, -2.0%, 2%, -18%, -2%, 1.1
COc1cc(/C=C/C(=O)OCC(=O)Nc2cc(S(=O)(=O)N(C)C)ccc2Cl)ccc1O
  0.1%, -7%, 5%, -5%, ·, ·, -10%, ·, ·
Cc1ccc(OCC(=O)Nc2ccncc2)c(C)c1
  -2.1%, 34%, -42%[20 µM], -7%, ·, ·, 3%, ·, ·
Cc1cc(C(=O)N/N=C/c2cc(Br)ccc2OC(=O)c2ccccc2Cl)n[nH]1
  -5.9%, 24%, -106%[20 µM], 1%, 2.4%, -1%, 16%, 2%, 1.1
O=C(N/N=C\c1c(O)ccc2ccccc12)c1ccc(S(=O)(=O)N2CCCCC2)cc1
  -2.5%, 34%, 25%, 2%, -5.5%, 6%, -30%, -9%, 1.2
O=C1/C(=C\c2cccnc2)CCc2ccccc21
  0.6%, 1%, 17%, 0%, -5.9%, 13%, 18%, 22%, 1.1
CC(C)NC(=O)c1ccc(C2SCC(=O)N2Cc2ccccc2)cc1 (stereo not given)
  -3.0%, 10%, -14%, -7%, -7.0%, 4%, 19%, 12%, 1
O=C1NC(Cc2ccccc2)C(=O)N1CC(=O)N1CCCc2ccccc21 (stereo not given)
  6.3%, -2%, -18%, -2%, -6.4%, -15%, 2%, -14%, 1
CN(c1cccc(NC(=O)CN(c2cccc(Cl)c2)S(=O)(=O)c2ccccc2)c1)S(C)(=O)=O
  -0.5%, -34%, -28%, -5%, -4.8%, 16%, 5%, 4%, 1.2
CCN(CC)CC(=O)NC12CC3CC(CC(C3)C1)C2
  3.4%, -12%, 7%, -8%, -6.7%, 0%, -8%, 1%, 1.2
O=C(Cn1nnc2ccccc2c1=O)Nc1ccc2c(c1)CCC2
  6.6%, 4%, -14%, 0%, -1.1%, 5%, -37%, 7%, 1.1
Cn1nc(-c2ccccc2)c2cc([N+](=O)[O-])ccc21
  -3.9%, 5%, 1%, -7%, ·, ·, -28%, ·, ·
CCc1ccc(NC(=O)C(=O)NNC(=O)c2cccs2)cc1
  -2.9%, 4%, 15%, -7%, ·, ·, -1%, ·, ·

# Source: PubChem BioAssay (Sanford-Burnham Center for Chemical Genomics)
